Nrf2 activator: activators of Nrf2 (ARE) signaling | AREc32 ARE-luciferase reporter (MCF7-derived line), luminescence, 24 h | Potency, µM (series often up to 46.1 µM), without a hit: at the highest dose activation, most hits filed as activators | 410,000 tested, 0.31% active | AID 624171; also: potency is read from the fitted curve at half-maximal effect; % of control where 0% means no effect; nearly all actives have a fitted effect of over 65% in size
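Steps: seed AREc32_Fluc cells (1000/well, 5% FBS OPTI-MEM); incubate overnight at 37 deg C; add 23 nL compound; incubate 24 hr; add Steady-Glo; hold 30 min RT; read luminescence.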
Mm-Cpn inhibitor: blocks the Methanococcus maripaludis chaperonin Mm-Cpn; 330,000 tested, 0.031% active; Potency, µM (doses to about 76.9 µM), without a hit: at the highest dose activity, negative = inhibition, most hits filed as inhibitors; purified Mm-Cpn ATPase, ADP Transcreener TR-FRET; AID 504842; also: potency is read from the fitted curve at half-maximal effect; % is scaled to controls: 0 for no effect and ±100 for the full control effect; nearly all actives have a fitted effect of over 80% in size
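TR-FRET (320 nm excitation; 590 and 665 nm emission) reports ADP made from 10 uM ATP by 25 nM enzyme; compounds were preincubated 10 min, reaction run 30 min, both at 37°C.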
HepG2 tox: counter-screen for TGF-b inhibitors: cytotoxicity in HepG2 cells | HepG2 CAGA-GFP viability, ATP luminescence, 18 h | Potency, µM (highest dose often 46.1 µM), inactives show at the highest dose activity change, negative = cytotoxicity, hits mostly cytotoxic | 410,000 tested, 0.76% active | AID 588856; also: potency is read from the fitted curve at half-maximal effect; some results filed as inactive show a strong effect at the top dose
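HepG2 CAGA-GFP cells (1000/well, DMEM with 1% FBS) received compound, then TGF-beta at 500 pg/mL final, and were incubated 18 hours at 37 degrees C. Viability was read by CellTiter-Glo luminescence. Media-only wells were set as complete cell-killing and DMSO as no toxicity.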
Nrf2 inh: Nrf2 pathway inhibition; A549 ARE-Fluc reporter, luciferase luminescence, 18-24 h; Potency, µM (highest dose often 46 µM), inactives show top-dose activity change, negative = inhibition, usual class: inhibitors; 360,000 tested, 2.1% active; AID 504444; also: potency is read from the fitted curve at half-maximal effect; % is scaled to controls: 0 for no effect and ±100 for the full control effect; nearly all actives have a fitted effect of over 60% in size
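Two sequential reads on A549 ARE_Fluc cells exposed to compound for 18-24 h: a CellTiter-Fluor fluorescence read for viability, then a luciferase luminescence read for Nrf2/ARE activity.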
A549 tox: counter-screen for Nrf2 inhibitors: cytotoxicity in A549 cells; A549 ARE-Fluc cells, CellTiter-Fluor viability, 18-24 h; Potency, µM (doses to about 46 µM), for the others: at the highest dose activity change, negative = cytotoxicity, most hits filed as inhibitors; 390,000 tested, 0.16% active; AID 504648; also: potency is read from the fitted curve at half-maximal effect; % is scaled to controls: 0 for no effect and ±100 for the full control effect
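A549 ARE-Fluc cells in 5% FBS OPTI-MEM, 5000 cells/well, rested 2 h then exposed to compounds in concentration-response for 18-24 h at 37 °C. Viability by CellTiter-Fluor fluorescence (Ex 405/Em 525) after 30 min; luciferase luminescence (BugLite, 15 min, RT) read afterwards.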
Abeta yeast res: A-beta toxicity reversal in yeast | Potency, µM (highest dose often 46.1 µM), inactives show at the top dose growth rescue, hits mostly activators | 410,000 tested, 0.063% active | yeast expressing A-beta42, growth rescue, OD600, 48 h; response scale: 0% DMSO, 100% iron-clioquinol control; also: potency is read from the fitted curve at half-maximal effect; nearly all actives have a fitted effect of over 55% in size
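Growth rescue measured by 600 nm absorbance after 48 h yeast culture at 30 C with compound. Values normalized between DMSO and an equimolar ferric chloride plus clioquinol control.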
TGFb inhibitor: blocks TGF-b signaling. HepG2 CAGA-GFP TGF-b/SMAD3 reporter, GFP fluorescence, 18 h; TGF-beta stimulated, 500 pg/mL final. Potency, µM (doses to about 46.1 µM), without a hit: at the highest dose activity, negative = inhibition, most hits filed as inhibitors. 410,000 tested, 1.2% active; also: potency is read from the fitted curve at half-maximal effect; % is scaled to controls: 0 for no effect and ±100 for the full control effect; nearly all actives have a fitted effect of over 65% in size
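Smad-responsive CAGA-GFP expression was quantified in HEPG2 cells exposed to compounds and 500 pg/mL final TGF-beta for 18 h at 37 degrees C; unstimulated wells defined full inhibition.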
CCT chaperon mod: cytosolic chaperonin activity modulation. purified chaperonin ATPase assay, HTRF ADP detection, 30 min. activity change, % (test concentration not listed), hits read low. 360,000 tested, 0.3% active; in the data active = activity change below about -30%; also: % is scaled to controls: 0 for no effect and ±100 for the full control effect
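We incubate TRiC, 40 or 20 nM final, with library compounds at 76 uM and 10 uM ATP for 30 min at 37 °C. ADP formed is detected with Transcreener HTRF reagents after 30 min at room temperature.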
Akt phos inh: inhibitors of Akt phosphorylation; Neuro2A IGF-stimulated pAkt S473 HTRF, 20 min; stronger effect = lower value; activity change, % for hits at 50 µM; 360,000 tested, 0.32% active; in the data active = activity change below about -80%; inconclusive = mostly about -51% to -80%; also: % is scaled to controls: 0 for no effect and ±100 for the full control effect
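Neuro2A cells in DMEM with 0.5% FBS, overnight at 37 deg C, given compound at single 50 µM final, then IGF (6 nM final) for 20 min at 37 deg C. Lysed; phospho-Akt Ser473 by HTRF after 24 h, 665/615 ratio.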
Active calls of the source: *; i = inactive; ? = inconclusive; . = no result given; & = joins results of further samples; [ ] = dose if it differs, or a comment. Unless noted, calls follow the shape of the dose curve; as a rule, active = well fitted curve in the direction sought with a large enough effect; inconclusive = small, poorly fitted or top-dose-only effect, or another doubt; inactive = no such curve, though single readings can be large; an effect the other way counts as inactive or inconclusive. These rows are one share of the data; rates above refer to the full screens.

SMILES | Nrf2 activator | Mm-Cpn inhibitor | HepG2 tox | Nrf2 inh | A549 tox | Abeta yeast res | TGFb inhibitor | CCT chaperon mod | Akt phos inh
O=C(N/N=C/c1cc(Br)c(Br)s1)c1ccncc1 | -0.1% | 2.4% | -31.4% | 18.4µM* | -10.5% | -0.1% | -11.5% | 0.9 | i
COc1ccc2[nH]cc(CCN=C(N)N)c2c1 | 0.1% | 0.6% | -8.3% | ? | 8.6% | -1.8% | -7.3% | -1.5 | i
Cc1ccc(-n2c(/C=C/c3ccccn3)nc3ccccc3c2=O)cc1 | 0.3% | 2.6% | 3.2% | -5.0% | -5.7% | 5.1% | 6.8% | 0.9 | i
O=C(CNC(=O)OCc1ccccc1)Nc1ccc(Br)cc1C(=O)c1ccccc1Cl | 4.6% | -0.9% | -49.1% | -7.7% | -1.0% | 0.0% | -12.0% | 0.9 | i
COc1cc(C[C@@H](C)N)c(OC)cc1I | 0.5% | -9.2% | 11.0% | ? | -23.2% | -0.1% | 19.7% | -3.7 | i
COC(=O)C1=C(c2ccccc2)C[C@@H]2CC[C@H]1N2C(=O)NCc1cccc2ccccc12 | -0.6% | . | -5.0% | -29.0% | 12.9% | 2.0% | -9.8% | -4.7 | i
C=CCn1c(O)c(C(C)=NCCCO)c(=O)[nH]c1=O | 1.4% | -2.1% | -3.0% | -5.8% | -0.7% | -1.6% | 4.7% | -1.2 | i
Cc1ccc(C(c2nnnn2Cc2ccccc2)N2CC=C(c3ccc(F)cc3)CC2)cc1 (configuration not stated) | 0.3% | 0.9% | -6.3% | 6.0% | 6.4% | 4.4% | 0.4% | 2.5 | i
Cc1cc(C(=O)CS(=O)c2ccc(F)cc2)cc(C)c1OC(=O)N(C)C (configuration not stated) | 2.0%[9.22 µM] | -0.4% | -7.7% | 25.6% | 5.8% | -5.2% | 0.3% | -2.3 | i
O=C(Cn1cc(C(=O)c2ccccc2)c2ccccc21)Nc1ccc(Br)cc1 | 0.0% | . | -20.8% | ? | ? | -6.8% | ? | . | .
CCCCn1c(O)c(/C=C2/C=CC=N2)c(=O)[nH]c1=O | -0.2% | -1.4% | -8.7% | -21.0% | 1.7% | -29.5% | 7.8% | 1.5 | i
CCOC(=O)c1c(C=O)c2ccccc2n1Cc1ccccc1 | -0.2% | 0.0% | -0.1% | 14.6% | 1.9% | -4.5% | -5.2% | 1.7 | i
[O-][n+]1onc2c1CCC1N(O)CCC21O (configuration not stated) | -0.3% | -1.6% | 9.6% | -2.9% | 27.8% | -14.1% | 18.0% | 0.2 | i
O=c1[nH]c(Cl)ccc1CN1CCOCC1 | -0.8% | -0.2% | 0.7% | -23.8% | ? | 6.9% | 0.9% | 0.3 | i
Nc1nc(N)nc(-c2ccc(Oc3ccccc3)cc2)n1 | -0.4% | -0.5% | -11.7% | ? | 6.2% | -15.9% | 0.9% | -1.8 | i
CCN(CC)CCOC(=O)c1ccc(N=Cc2c(O)[nH]c(=O)[nH]c2=O)cc1 | -0.3% | -0.1% | 6.1% | 9.8% | -5.2% | 27.5% | 35.5%[activator] | -0.5 | i
C[C@]12CC[C@@H](O)CC1=CCC1C2CC[C@@]2(C)C1C[C@@H](F)[C@H]2O (some centres not stated) | 0.3% | . | 2.0% | -0.2% | -7.2% | 14.7% | -2.9% | 0.5 | i
Cc1ccc(-c2nn3c(C)nnc3c3ccccc23)cc1S(=O)(=O)NCCO | ? | 1.1% | -9.8%&-21.5% | ? | -8.0%&-16.6% | -9.2%&-2.9% | 0.0%&4.7% | 0.0 | i
Cc1ccc(CN2CCCC(C(=O)c3cccc(C(F)(F)F)c3)C2)o1 (configuration not stated) | 0.6% | -3.2% | -8.5% | 3.7% | 1.4% | 5.1% | ? | -0.4 | i
c1ccc(CCNCc2ccccc2)cc1 | 0.6% | -0.6% | -14.1% | 4.8% | 0.2% | 7.6% | -16.9% | 1.6 | i
COc1ccccc1CCNC1CCC(C)CC1 (configuration not stated) | -0.1% | -2.2% | 1.8% | 7.9% | -7.4% | -7.1% | -2.4% | 1.4 | i
CC1(C)N(O)C2CCCCC2N1O (configuration not stated) | -0.2% | -0.6% | 2.2% | . | -8.8% | -1.9% | 0.0% | -2.6 | i
Cc1cc2oc(=O)cc(-c3cc4ccccc4o3)c2cc1OC(=O)N(C)C | -0.5% | -1.1% | -1.2% | -21.2% | -9.6% | 2.8% | -0.7% | -0.5 | i
O=P(NS(=O)(=O)c1ccc(Cl)cc1)(Oc1ccccc1)Oc1ccccc1 | 0.3% | 1.1% | 3.5% | 6.0% | 0.5% | 3.3% | -20.6% | -1.1 | i
O=C(c1ccc(F)cc1)C(Cc1ccccc1)N1CCCCC1 (configuration not stated) | -0.3% | -1.7% | -14.9% | 3.4% | 3.1% | 12.3% | -0.2% | -6.2 | i

Part of the list above, limited to HepG2 tox and Abeta yeast res.
Molecule	HepG2 tox	Abeta yeast res
CCN(CC)CCOC(=O)c1ccc(N=Cc2c(O)[nH]c(=O)[nH]c2=O)cc1	6.1%	27.5%
C[C@]12CC[C@@H](O)CC1=CCC1C2CC[C@@]2(C)C1C[C@@H](F)[C@H]2O (some centres not stated)	2.0%	14.7%
Cc1ccc(-c2nn3c(C)nnc3c3ccccc23)cc1S(=O)(=O)NCCO	-9.8%&-21.5%	-9.2%&-2.9%
Cc1ccc(CN2CCCC(C(=O)c3cccc(C(F)(F)F)c3)C2)o1 (configuration not stated)	-8.5%	5.1%

Additional compounds
SMILES | Nrf2 activator | Mm-Cpn inhibitor | HepG2 tox | Nrf2 inh | A549 tox | Abeta yeast res | TGFb inhibitor | CCT chaperon mod | Akt phos inh
CCCN(CCC)[C@@H]1CCc2cccc(O)c2C1 | -1.3% | 2.2% | 11.2% | -0.8% | -10.2% | 26.1% | 21.3% | 0.3 | i
C=C[C@@H]1C[C@@]1(C)[C@@H](NP(=O)(c1ccccc1)c1ccccc1)c1ccccc1 | 0.3% | -0.5% | -15.0% | 0.2% | -2.5% | 9.0% | ? | 0.0 | i
Cc1ccccc1N1C(=O)NC(=O)/C(=C\c2cnn(-c3ccccc3)c2)C1=O | 1.9% | 0.6% | -68.1% | 2.5% | -1.4% | 7.9% | ? | 1.1 | i
CCCOc1ccccc1C1SCC(=O)Nc2c1c(=O)[nH]n2C(C)CCC (configuration not stated) | -0.4% | 0.6% | -15.7% | -1.8% | -13.2% | 2.1% | -13.6% | 0.4 | i
CC1(c2ccccc2)NCCN2C(=O)CSC21 (configuration not stated) | 0.1% | . | -15.7% | 4.5% | -0.8% | 2.2% | -9.3% | 0.1 | i
CNC(=O)Nc1ccc(C(O)(C(=O)OC)C(F)(F)F)cc1 (configuration not stated) | 0.0% | -5.1% | -71.7% | 8.4% | -3.9% | -9.9% | -4.4% | 0.3 | i
Fc1cccc(CN2CCN(c3ccc(Cl)cc3)CC2)c1 | 4.2% | 1.1% | -19.0% | -3.5% | 9.6% | 0.6% | -15.5% | -0.4 | i
O=C(Cc1ccccc1)OCCN1CCCCC1 | -0.6% | 0.2% | 2.1% | 21.5% | -6.7% | 12.4% | ? | 1.1 | i
COc1cc2c(cc1OC)-c1c(OC)c(OC)cc3c1C(C2)N(C)CC3 (configuration not stated) | 4.0% | -1.6% | -17.0% | -23.6% | 7.1% | -18.0% | 23.5% | -1.3 | i
CCOC(=O)[C@]12Cc3cc(OC)ccc3[C@H]1N(C)C(=O)c1ccccc12 | 0.3% | . | . | . | . | 0.9% | . | 1.2 | i
C=CCN1CCc2cccc3c2[C@H]1Cc1ccc(O)c(O)c1-3 | 0.3% | -0.7% | -10.9% | ? | -2.4% | 2.7% | ? | 1.4 | i
O=C(c1ccccc1)C(Cc1ccccc1)N1CCOCC1 (configuration not stated) | 0.3% | . | 4.3% | 7.2% | 0.0% | 4.0% | -3.1% | -1.1 | i
N#CC(C#N)=C(N)c1cccnc1 | -0.8% | -1.4% | -0.7% | 13.6% | 0.0% | -14.4% | -2.9% | -3.7 | i
C=CCn1c(O)c(C(C)=Nc2ccc(NC(C)=O)cc2)c(=O)[nH]c1=O | 3.1% | -2.3% | 3.4% | 17.0% | 3.1% | -26.1% | 6.2% | 1.8 | .
COC(=O)C1=C(c2ccc(OCc3ccccc3)cc2)C[C@@H]2CC[C@H]1N2C(=O)NCc1ccccc1C(F)(F)F | 2.4% | . | -17.9% | . | . | 6.4% | -12.4% | -0.4 | i
CN1CCN(c2ccc(S(=O)(=O)C(F)(F)F)cc2[N+](=O)[O-])CC1 | -0.4% | 2.0% | -15.7% | -29.5% | -17.1% | 7.4% | -6.6% | -0.5 | i
CC(=NCCO)c1c(O)n(C2CCCCC2)c(=O)[nH]c1=O | 0.2% | -1.3% | -9.0% | -7.4% | -0.4% | 6.2% | ? | 1.6 | i
COC[C@H]1OC(=O)c2coc3c2[C@@]1(C)C1=C(C3=O)[C@@H]2CCC(=O)[C@@]2(C)C[C@H]1OC(C)=O | ? | . | -28.3% | 3.66µM* | 16.4µM* | -75.2%[inhibitor] | ? | -1.7 | i
COC(=O)C1=C(C(=O)OC)C2OC1c1cc3ccccc3cc12 | -3.5% | . | -77.3% | 20.6µM* | -14.5% | 0.0% | ? | 0.9 | i

A few values from the entries so far.
Nrf2 activator with CCOC(=O)[C@]12Cc3cc(OC)ccc3[C@H]1N(C)C(=O)c1ccccc12 stands at 0.3%
CCT chaperon mod with CNC(=O)Nc1ccc(C(O)(C(=O)OC)C(F)(F)F)cc1 (configuration not stated) stands at 0.3
